High-throughput results (PubChem BioAssay)
DUSP3 inh: blocks human VHR1 dual specificity phosphatase | P51452 | recombinant VHR phosphatase, pNPP absorbance | inhibition, % at 13.3 µM | 290,000 compounds, 0.52% hits | AID 1654; in the data active means inhibition above about 50%; further: some compounds called inactive have numbers as strong as hits
PfHsp40 yeast: compounds rescuing yeast from Plasmodium falciparum HSP40 toxicity; 340,000 compounds, 0.68% hits; growth rescue, % at 12.5 µM; AID 504582; S. cerevisiae expressing PfHsp40, growth rescue, ATP luminescence; in the data active means growth rescue above about 28%, passing the limit was not always enough;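 further: yeast W303a lacking pdr1 and pdr3 grown in galactose medium; growth measured after three days at 30 °C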
SSB-PriA inh: inhibitors of Klebsiella pneumoniae PriA binding to SSB C-terminal tail | AlphaScreen SSBct-PriA binding, biotinylated peptide | inhibition, % at 33 µM | 430,000 compounds, 0.6% hits; in the data active means inhibition mostly above about 37%, no sharp cut-off; inactive means mostly below about 20%;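 further: plate controls were negative control peptide for no effect and reference peptide for full effect; strong numbers were not always called active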
TcdB GH inh: TcdB glycohydrolase inhibition | P18177 | TcdB glycohydrolase enzymatic assay, plate reader | inhibition, % at 9.99 µM | 350,000 compounds, 0.24% hits; in the data active means inhibition above about 10%
SARS 3CLpro inh: SARS-CoV 3CLpro protease inhibition; P0C6X7; recombinant SARS-CoV 3CLpro, quenched FRET peptide cleavage; inhibition, % at 6 µM; 290,000 compounds, 0.14% hits; AID 1706; in the data active means inhibition above about 12%
CCHFV vOTU inh: blocks the CCHF virus ovarian tumor domain protease | CCHFV vOTU protease, Pep-AMC fluorescence | inhibition, % at 11.5 µM | 370,000 compounds, 0.55% hits | AID 651958; in the data active means inhibition above about 30%; further: 0% = vehicle wells with enzyme and 100% = no enzyme wells
BH1578 lux ind: quorum light induction in luxS cqsA deficient V. cholerae; AID 588436; activation, % at 18.7 µM; V. cholerae BH1578 lux reporter, luminescence, 6 h; 350,000 compounds, 0.16% hits; in the data active means activation mostly above about 9.7%, no sharp cut-off; further: not every result past the cut was called active; inactives centre near 0; reference of the scale not given here
BoNT A protease: BoNT A light chain protease inhibition. multiplex microsphere protease substrate cleavage, flow cytometry. inhibition, % at 10 µM. 360,000 compounds, 0.17% hits. AID 588499; further: plate controls were buffer without enzyme for full effect and enzyme alone for no effect
Yp Topo-I inh: inhibitors of Yersinia pestis topoisomerase I; 360,000 compounds, 0.064% hits; Y. pestis Topo-I cleavage product accumulation, plate reader; activity, % at 10 µM; in the data active means activity above about 50%, passing the limit was not always enough; further: inactives centre near 2
Anthrax LF inh2: blocks Bacillus anthracis lethal factor protease; inhibition, % at 10 µM; 360,000 compounds, 0.12% hits; AID 588501; multiplex microsphere protease cleavage assay, LF; further: plate controls were buffer without enzyme for full effect and enzyme alone for no effect
Numbers without * were called inactive; i = inactive; nt = no result given. Unless noted, no stated cut-off is given here; in the data, active means inhibition above about 30%; inconclusive means no clear call, values can overlap the other calls; inactive means below that. A portion of the library; rates above refer to the full screens.

SMILES	DUSP3 inh	PfHsp40 yeast	SSB-PriA inh	TcdB GH inh	SARS 3CLpro inh	CCHFV vOTU inh	BH1578 lux ind	BoNT A protease	Yp Topo-I inh	Anthrax LF inh2
O=C(CN1CCN(Cc2ccccc2)CC1)Nc1cccc(Cl)c1Cl	nt	nt	nt	0.0	nt	8	0.3	-0.2	36	0
CCOc1ccccc1NC(=O)CSc1nc2cc(O)ccc2c(=O)n1-c1ccc(OC)c(OC)c1	36	-0.2	-6	7.3	3	9	-0.2	-1.1	32	-14
COc1ccc(C(C)=O)cc1COC(=O)c1cccc(N(C)C)c1	15	-2.8	3	nt	0	5	-2.9	0.2	2	-4
CCOC(=O)c1c(C)[nH]c(C)c1C(=O)CSc1nnc(-c2ccncc2)n1C	11	-0.8	-2	nt	-7	4	i	1.1	-2	2
O=C(NCC1CCCO1)c1nn2c(C(F)(F)F)cc(-c3ccc(Br)o3)nc2c1Br (stereo unspecified)	-19	2.5	4	0.6	5	-9	-0.4	2.2	16	9
COc1ccc(C)cc1N(CC(=O)N1CCOCC1)S(C)(=O)=O	19	-0.4	-2	0.4	2	-2	-0.8	-3.0	5	14
Oc1ccc2oc3c(c2c1C=NCc1ccncc1)CCCC3	-13	-0.5	-15	0.3	-4	-9	-0.7	-0.5	-8	-5
O=C(Cc1ccccc1)OCCN1CCCCC1	36	0.3	0	nt	-1	4	18	0.8	1	2
NS(=O)(=O)c1ccc(CCNS(=O)(=O)c2ccccc2)cc1	13	-1.3	-6	1.1	2	-6	-0.4	0.2	-4	3
COc1ccccc1-n1ccnc1SCC(=O)NC(C)(C)C	7	-0.4	10	0.7	1	-3	i	-0.2	1	-3
Cc1cnc(NC(=O)Nc2ccc(OCc3ccccc3)cc2)c(Br)c1	5	-0.1	7	1.7	4	4	i	0.2	-3	19
CCN(CC)CCN(C(=O)c1ccc2c(c1)CCCC2)c1nc2ccc(F)cc2s1	11	-0.8	4	0.5	7	-7	i	-0.4	31	-4
NC(=O)C1(N2CCCCC2)CCN(S(=O)(=O)c2cc(Cl)ccc2Cl)CC1	27	-1.3	-7	0.4	5	-4	-0.2	0.0	12	-3
CSc1nc(N(C)C)nc(N(C)C#N)n1	11	-0.5	2	-6.2	2	-1	-1.6	-0.5	8	-3
Cc1cc(-c2ccccc2)n(-c2ccc(C(=O)NC(C)C)cc2)n1	10	0.0	-5	nt	3	-9	i	1.9	2	5
C#CCOCCOCCOCCNc1nc(N2CCN(C(=O)[C@H](Cc3ccc(O)cc3)n3cc([C@@H](N)C(C)CC)nn3)CC2)nc(N2CCN(C(=O)[C@H](Cc3cc4ccccc4[nH]3)n3cc([C@@H](N)C(C)CC)nn3)CC2)n1 (stereo partly specified)	18	2.8	23	nt	3	nt	-3.0	0.5	-5	-5
O=C(NCCc1ccc(Cl)cc1)c1ccc(CNc2c(N3CCOCC3)c(=O)c2=O)cc1	10	0.2	-1	2.0	1	17	i	-0.9	15	-7
CC(C)(O)C#Cc1ccc(CN2CCN(Cc3ccccc3)C(CCO)C2)cc1 (stereo unspecified)	3	-0.5	-11	0.3	5	3	4.5	-0.3	-3	5
CN(C)c1ccc(CN(C(=O)/C=C/c2ccccc2Cl)C2CCS(=O)(=O)C2)cc1 (stereo unspecified)	23	nt	14	-0.1	8	7	0.6	-21	41	-18
CC(C)(C)OC(=O)COc1ccc(/C=N/NC(=O)CN2CCCCC2)cc1	15	-1.0	nt	0.9	2	15	i	-3.1	1	8

Profiles, looked up by structure:
`CN(C)c1ccc(CN(C(=O)/C=C/c2ccccc2Cl)C2CCS(=O)(=O)C2)cc1` (stereo unspecified) is listed as DUSP3 inh: 23; PfHsp40 yeast: nt; SSB-PriA inh: 14; TcdB GH inh: -0.1; SARS 3CLpro inh: 8; CCHFV vOTU inh: 7; BH1578 lux ind: 0.6; BoNT A protease: -21; Yp Topo-I inh: 41; Anthrax LF inh2: -18
`CSc1nc(N(C)C)nc(N(C)C#N)n1` is listed as DUSP3 inh: 11; PfHsp40 yeast: -0.5; SSB-PriA inh: 2; TcdB GH inh: -6.2; SARS 3CLpro inh: 2; CCHFV vOTU inh: -1; BH1578 lux ind: -1.6; BoNT A protease: -0.5; Yp Topo-I inh: 8; Anthrax LF inh2: -3

More compounds follow.
SMILES	DUSP3 inh	PfHsp40 yeast	SSB-PriA inh	TcdB GH inh	SARS 3CLpro inh	CCHFV vOTU inh	BH1578 lux ind	BoNT A protease	Yp Topo-I inh	Anthrax LF inh2
CC1(C)NC(=O)N(CC(=O)OCC(=O)Nc2sccc2C#N)C1=O	6	-1.7	-11	1.5	2	-3	-1.9	-2.3	-6	-4
O=C1CC(c2ccccc2)=Nc2ccccc2N1Cc1ccccc1	20	-0.3	-5	1.5	-1	-4	i	0.7	16	0
COCC(=O)N(Cc1cc2cc(C)ccc2[nH]c1=O)c1ccc(C)c(C)c1	-8	-1.2	-13	0.3	4	4	i	-14	0	-12
Cn1nnnc1SCC(=O)N1CCc2ccccc21	-5	-0.7	0	0.5	6	-3	-0.5	-1.1	-1	-9
NS(=O)(=O)c1ccc(CCNC(=O)CN2CCN(Cc3cccc(C(F)(F)F)c3)CC2)cc1	22	1.4	13	3.2	-6	11	-0.2	-1.9	5	0

Laid out differently: 2 of the compounds above
| smiles | DUSP3 inh | PfHsp40 yeast | SSB-PriA inh | TcdB GH inh | SARS 3CLpro inh | CCHFV vOTU inh | BH1578 lux ind | BoNT A protease | Yp Topo-I inh | Anthrax LF inh2 |
| --- | --- | --- | --- | --- | --- | --- | --- | --- | --- | --- |
| Cn1nnnc1SCC(=O)N1CCc2ccccc21 | -5 | -0.7 | 0 | 0.5 | 6 | -3 | -0.5 | -1.1 | -1 | -9 |
| NS(=O)(=O)c1ccc(CCNC(=O)CN2CCN(Cc3cccc(C(F)(F)F)c3)CC2)cc1 | 22 | 1.4 | 13 | 3.2 | -6 | 11 | -0.2 | -1.9 | 5 | 0 |

Taken from above.
Cn1nnnc1SCC(=O)N1CCc2ccccc21 – PfHsp40 yeast: -0.7
O=C(CN1CCN(Cc2ccccc2)CC1)Nc1cccc(Cl)c1Cl – BoNT A protease: -0.2
Cc1cc(-c2ccccc2)n(-c2ccc(C(=O)NC(C)C)cc2)n1 – PfHsp40 yeast: 0.0
COCC(=O)N(Cc1cc2cc(C)ccc2[nH]c1=O)c1ccc(C)c(C)c1 – PfHsp40 yeast: -1.2
